Screening data as filed in PubChem.
STK33 inh: inhibitors of human STK33 kinase. Q9BYT3. purified STK33, MBP phosphorylation, ADP-Glo luminescence. inhibition, % at 10 µM. actives 0.073% (n = 320,000). AID 2661;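 active = inhibition at or above 25%, using the most active replicate where run in duplicate; inactive = inhibition below 25%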
Target sequence (Q9BYT3 whole entry, looked up): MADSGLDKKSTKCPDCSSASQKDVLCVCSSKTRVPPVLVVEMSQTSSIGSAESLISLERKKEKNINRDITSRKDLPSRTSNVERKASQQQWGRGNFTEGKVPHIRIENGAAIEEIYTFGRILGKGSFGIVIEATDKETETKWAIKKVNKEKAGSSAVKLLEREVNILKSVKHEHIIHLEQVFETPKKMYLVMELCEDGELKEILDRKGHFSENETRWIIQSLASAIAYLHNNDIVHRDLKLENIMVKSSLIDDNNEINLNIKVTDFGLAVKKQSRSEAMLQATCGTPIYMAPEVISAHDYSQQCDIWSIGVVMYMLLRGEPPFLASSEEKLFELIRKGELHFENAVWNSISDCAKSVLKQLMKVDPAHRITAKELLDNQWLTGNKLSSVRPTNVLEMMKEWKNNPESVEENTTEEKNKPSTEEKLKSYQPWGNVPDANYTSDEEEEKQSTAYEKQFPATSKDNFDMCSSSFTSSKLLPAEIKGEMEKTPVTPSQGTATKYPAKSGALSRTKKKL
KCNQ2 block: KCNQ2 channel blockers in CHO-K1 cells – cell-based, FluxOR thallium flux, B-score, primary screen (AID 2156) | O88943 | 20 min; stronger effect = lower value | B-score at 10 µM | actives 1.1% (n = 310,000);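 active = fluorescence ratio B-score at most minus 3 library SDs, with starting brightness B-score within 2 library SDs, cut at about -5.5 in these data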
OX1R antag: blocks the human orexin 1 receptor; O43613; OX1R-expressing cells, FRET antagonist read-out; inhibition, % at 6.6 µM; actives 1.8% (n = 330,000); AID 485270; in the data active = inhibition mostly above about 38%, no sharp cut-off; inactive = mostly below about 40%;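 note: 0% = agonist challenge alone and 100% = reference antagonist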
Target sequence (O43613 whole entry, looked up): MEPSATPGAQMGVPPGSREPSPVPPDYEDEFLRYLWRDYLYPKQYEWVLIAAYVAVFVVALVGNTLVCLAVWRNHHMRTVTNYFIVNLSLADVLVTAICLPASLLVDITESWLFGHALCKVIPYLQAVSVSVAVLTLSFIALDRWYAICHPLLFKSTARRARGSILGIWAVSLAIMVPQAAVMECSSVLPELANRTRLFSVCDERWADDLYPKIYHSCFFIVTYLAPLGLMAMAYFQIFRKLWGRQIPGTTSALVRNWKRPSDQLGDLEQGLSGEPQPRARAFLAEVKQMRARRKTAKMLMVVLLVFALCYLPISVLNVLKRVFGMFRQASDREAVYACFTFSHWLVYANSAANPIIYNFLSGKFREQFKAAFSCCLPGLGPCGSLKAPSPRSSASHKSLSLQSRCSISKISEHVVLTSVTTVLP
Active calls of the source: *; i = inactive; / = no result given.

SMILES	STK33 inh	KCNQ2 block	OX1R antag
CCN(C(=O)COC(=O)c1ccc(SC)cc1OC)C1CCS(=O)(=O)C1 (stereo not given)	-0.6	/	2
Cc1cnc(C(=O)OCC(=O)N(CC(C)C)C2CCS(=O)(=O)C2)cn1 (stereo not given)	-1.4	/	6
Cc1ccc(S(=O)(=O)N2CCN(C(=O)COC(=O)/C=C/c3ccccc3)CC2)c(C)c1	0.4	/	1
COc1ccc(C2C(C(=O)c3ccc(C)o3)=C(O)C(=O)N2Cc2cccnc2)cc1 (stereo not given)	0.2	i	29
C/C(=N\N=C\c1cccc(F)c1)c1nnn(-c2nonc2N)c1C	-0.5	i	12
Cc1cnc(C(=O)OCC(=O)Nc2c(Cl)cc(Cl)cc2Cl)cn1	-2.6	/	-2
CC1CCCN(S(=O)(=O)c2cccc(-c3cn4cccnc4n3)c2)C1 (stereo not given)	-0.4	i	12
OCCN1CN=C(Nc2nc3ccccc3s2)NC1	0.7	i	2
Cc1ccc(/C=C/C(=O)N2CCN(S(=O)(=O)c3ccc(C)c(C)c3)CC2)o1	-2.7	i	14
O=C1c2ccccc2C(=O)N1CCCCSc1nnc2ccccn12	-2.4	i	8
COC(=O)c1sccc1NC(=O)CC1C(=O)NCCN1C(=O)Nc1ccc(F)cc1F (stereo not given)	0.5	i	5
CC(C)c1ccc(-n2nc3ccc(N)cc3n2)cc1	0.7	i	6
Cn1c(SCC(=O)NC2CC2)nnc1C1CC1	-0.5	i	15
CCc1ccc(OCC(=O)N2CC(C(N)=O)Oc3ccccc32)cc1 (stereo not given)	-0.4	i	15
Cn1c(C(=O)OC(C(=O)NC2CCCCC2)c2cccnc2)cc2sccc21 (stereo not given)	-0.2	i	19
O=S(=O)(Nc1ncnc2c1oc1ccccc12)c1ccc(Cl)s1	-0.6	i	14
Cc1cc(N2C(=O)C(=O)/C(=C(/O)c3ccc(F)cc3)C2c2cccc(Br)c2)no1 (stereo not given)	-1.5	i	25
O=C(O)c1cc(S(=O)(=O)NC(CO)C(O)c2ccc([N+](=O)[O-])cc2)ccc1Br (stereo not given)	-0.5	i	28
CC(C)C(=O)Nc1cccc(NC(=S)NC(=O)c2ccccc2Cl)c1	0.2	i	22
COC(=O)c1ccccc1CSc1nsc(C)c1C#N	-1.8	i	6
CCOc1ccc(N2CC(C(=O)Nc3ccccn3)CC2=O)cc1 (stereo not given)	-0.9	i	4
Cc1c(C)c2ccc(OCC(=O)N3CC[C@@]4(O)CCCC[C@H]4C3)c(C)c2oc1=O	-0.4	i	18
Cc1ccc(C)c(CN2CCC(CNC(=O)Nc3cccc(Cl)c3C)CC2)c1	-1.0	i	-10
COc1nccnc1NS(=O)(=O)c1ccc(N=Cc2c(C)[nH]n(-c3ccc(C)c(C)c3)c2=O)cc1	-1.0	i	11
Cc1ccc(C(=O)N/N=C/C=C/c2ccccc2)cc1	-1.2	i	13
O=C(Cn1c(=O)c2cccn2c2ccc(F)cc21)N1CCN(c2ccc(F)cc2)CC1	-1.2	i	0
O=C(Cn1cc2c(n1)CCCC2)N1CCOCC1	1.3	i	9
O=C(COC(=O)CCC(=O)c1ccccc1)Nc1nnc(-c2ccccc2)o1	-0.7	i	19
Cc1cc(C)nc(SCc2cn3ccccc3n2)n1	-1.7	i	2
CCOC(=O)C1CCCN(C(=O)CCc2nnc(-c3ccc(C(C)=O)s3)o2)C1 (stereo not given)	4.3	i	42*
CCOC(=O)C(=O)NCC(c1cccs1)S(=O)(=O)c1ccc(Cl)cc1 (stereo not given)	-2.1	i	14
CC(Oc1cccc([N+](=O)[O-])c1)C(=O)NCCC1=CCCCC1 (stereo not given)	-1.0	/	4
CCOc1ccc(C(=O)COC(=O)c2c(-c3ccccc3)noc2C)cc1	-2.7	i	16
CN(CC(=O)NCc1ccncc1)S(=O)(=O)c1ccc(F)cc1	2.2	i	5
O=c1oc(-c2cccs2)nc2sc3c(c12)CCCCC3	0.2	i	0
COCCNC(=O)C(c1ccncc1)N(C(=O)Cn1nnc2ccccc21)c1ccc(OC)cc1 (stereo not given)	-0.9	i	18
O=C(C1=C(O)C(=O)N(CCN2CCOCC2)C1c1cccs1)c1cc2ccccc2o1 (stereo not given)	-0.1	i	12
Cc1ccc(-c2nc3cccnc3s2)cc1NS(C)(=O)=O	-1.2	i	15
O=C1C=C(c2ccccc2)CC(/C=C/c2ccccc2)C1 (stereo not given)	-0.7	i	26
COc1ccc(-c2nc(C(N)=O)c3[nH]c(=O)n(-c4cccc(C)c4)c3n2)c(OC)c1	-0.1	i	16
C(=C\c1ccccc1)/CSc1ccccn1	-0.4	i	12
CC(=O)NC(CCS(C)(=O)=O)C(=O)Nc1cccc(Cl)c1Cl (stereo not given)	-1.5	i	-3
Fc1ccccc1N1CCN(C2CCN(Cc3c[nH]c4ccccc34)CC2)CC1	-1.4	i	8
Cc1ccc(C(=O)N2CCC(C)CC2)cc1S(=O)(=O)N1CCCCC1	-1.1	i	13
CCOC(=O)c1ccc(NC(=S)NC2CCCC2)cc1	-1.3	i	13
COc1ccc(N(C(=O)c2snc(C(N)=O)c2N)C(C(=O)NC2CCCC2)c2cccs2)c(OC)c1 (stereo not given)	-0.1	-8*	29
COc1ccccc1NC(=O)COc1ccccc1	-0.1	i	4
O=C(CN1C(=O)NC2(CCCCC2)C1=O)N1CCc2ccccc2C1	0.2	i	3
CCCOC(=O)C1C2C=CC(C2)C1C(=O)OCC(=O)c1ccccc1 (stereo not given)	0.8	i	10
CCOC(=O)C1CCCN(S(=O)(=O)c2c(C)[nH]c(C)c2C(=O)N2CCCC2)C1 (stereo not given)	-1.0	i	9
CCOC(=O)N1CCN(S(=O)(=O)c2ccc(OC)c(Cl)c2Cl)CC1	3.2	i	20
CCN(CC(=O)Nc1ccccc1Br)Cc1nc2ccccc2c(=O)[nH]1	-4.1	i	32
CCC(Oc1ccccc1)C(=O)Nc1nnc(S(=O)(=O)N2CCCCC2)s1 (stereo not given)	-0.9	i	-1
CCOc1ccc2c(c1)C(c1ccc(C)cc1)=NNC(c1ccc(OC)cc1)=N2	-2.3	i	-7
COc1ccc(C(=O)NC2CCCCC2)cc1S(=O)(=O)N1CCCC1	0.4	i	15
O=C(Nc1cccc2ccccc12)N1CCN(c2ccccc2)CC1	-0.8	/	11
CCOC(=O)c1ccc(/[N+]([O-])=C/c2ccccc2)cc1	0.3	/	0
O=C(Cn1cc(C(F)(F)F)ccc1=O)N1CCN(S(=O)(=O)c2ccccc2)CC1	-1.6	i	13
O=c1[nH]ncc2c3ccccc3n(Cc3cccc(Cl)c3)c12	-0.2	i	28
CN(CCC#N)C(=O)COC(=O)/C=C/c1cccs1	-1.6	i	19
(more compounds)
SMILES	STK33 inh	KCNQ2 block	OX1R antag
O=C(O)c1cccc(Nc2ncnc3ccccc23)c1	0.6	i	2
CCC(C(=O)Nc1cccnc1)c1ccccc1 (stereo not given)	1.7	i	8
Cc1ccc(S(=O)(=O)N2CCOC2CNC(=O)C(=O)NCc2ccc3c(c2)OCO3)cc1 (stereo not given)	-1.1	i	24
CC(=O)C1=C(O)C(=O)N(CCc2c[nH]c3ccccc23)C1c1cccc(O)c1 (stereo not given)	2.5	i	16
CCCCC[C@H]1CN(Cc2ccccc2)C(=O)[C@@H]1CC(=O)NCc1ccc(OC)cc1	-0.7	i	-2
O=S(=O)(NCCc1csc(-c2cccnc2)n1)c1cc(F)ccc1F	0.4	i	35
O=[N+]([O-])c1cccc(-c2ccc(CN3CCCCC3)o2)c1	-2.0	i	20
CCOCC(=O)N1CCC(Cc2ccccc2)CC1	-1.1	i	16
Cc1sc2ncnc(OCC(=O)N3CCN(S(=O)(=O)c4ccccc4)CC3)c2c1C	-0.4	i	16
COc1ccc(-c2cc(C(F)(F)F)c(C#N)c(SCC(=O)O)n2)cc1OC	0.4	i	11
CCOC(=O)c1cc(-c2ccccc2C)nn1Cc1cc(C)no1	0.2	/	48
CSc1ccccc1OCc1cc(C(=O)N(C)Cc2ccc3nsnc3c2)no1	1.1	i	33
O=C(CC1CS(=O)(=O)CC1CC(=O)Oc1ccccc1F)Oc1ccccc1F (stereo not given)	-1.1	i	16
CC(O)c1nc2ccccc2n1C/C=C/c1ccccc1 (stereo not given)	0.6	i	11
Cc1ccc(S(=O)(=O)c2nc(S(C)(=O)=O)sc2N2CC(C)OC(C)C2)cc1 (stereo not given)	1.2	i	17
CC(c1nnc(Sc2nnnn2-c2ccccc2)n1-c1ccc(F)cc1)N(C)C (stereo not given)	-1.0	i	10
Cc1ccc(C(=O)CSc2nc(C)cc(=O)[nH]2)cc1	0.1	i	15
COC(=O)c1cccc(C23CC4(C2)[C@H](CN(Cc2cccnc2)[C@@H]4c2ccccc2)C3c2ccc(Cl)nc2)c1 (stereo not given in full)	-1.2	i	40
CC(=NCCc1ccccc1)C1=C(O)C(c2ccccc2)OC1=O (stereo not given)	0.8	i	9
Cc1ccccc1CC(=O)N1CCCc2ccccc21	0.5	i	4
COC(=O)C1=C(C)OC(N)=C(C#N)C1c1cc(OC)c(OCC(N)=O)cc1Cl (stereo not given)	-1.7	i	20
O=C(CN(C(=O)CNC(=O)c1ccco1)c1cccc(F)c1)NC1CCCCC1	0.3	i	12
CCCCC(=O)Nc1ccc(C(=O)NNC(=O)c2cccs2)cc1	-1.7	i	3
CN(C)c1nc(C(=O)NN)nc(N(C)C)n1	0.0	i	7
COc1cccc2cc(S(=O)(=O)c3ccc(C)cc3)/c(=N/NS(=O)(=O)c3ccc(C)cc3)oc12	0.2	i	7
CC1CCCN(C(=O)C(=O)Nc2ccc3nc4n(c(=O)c3c2)CCCCC4)C1 (stereo not given)	0.0	i	10
COc1ccc(-c2nn(-c3ccccc3)cc2C(=O)OCC(=O)c2ccc(C)c([N+](=O)[O-])c2)cc1	-1.8	i	26
CC1CCN(c2ccc3nnc(CCC(=O)N4CCN(c5ccccc5F)CC4)n3n2)CC1	-0.4	i	10
O=S(=O)(c1ccc(Cl)c(S(=O)(=O)N2CCCC2)c1)N1CCCC1	-1.8	i	2
C/C(=N\Nc1cc(N2CCOCC2)nc(C)n1)c1ccc(F)cc1	-0.2	i	-2

Compound profiles, as listed above. Order of values: STK33 inh	KCNQ2 block	OX1R antag
`COCCNC(=O)C(c1ccncc1)N(C(=O)Cn1nnc2ccccc21)c1ccc(OC)cc1` (stereo not given) across the screens: -0.9	i	18
`CCC(C(=O)Nc1cccnc1)c1ccccc1` (stereo not given) across the screens: 1.7	i	8

Next part
SMILES	STK33 inh	KCNQ2 block	OX1R antag
COCCN(C(=O)COC(=O)c1ccc2[nH]c(C)c(C)c2c1)c1c(N)n(Cc2ccccc2)c(=O)[nH]c1=O	-0.1	i	3
Cn1cccc1C(=O)OCC(=O)N1CCc2ccccc21	-2.4	/	2
CCCCNC(=O)C1CC(c2cccc(F)c2)=NO1 (stereo not given)	0.9	i	6
CCOc1ccccc1NC(=O)CSc1nc2ccccc2c(=O)n1CC1CCCO1 (stereo not given)	-1.0	i	10
CCOC(=O)N1CCC(NC(=O)c2ccc3c(c2)N=C(CC)c2cc(C)ccc2S3)CC1	-0.1	i	10
CCc1ccc(-c2cc(C)no2)cc1S(=O)(=O)NC(C)Cc1ccco1 (stereo not given)	-1.1	i	32
NS(=O)(=O)c1cccc(NC(=O)COC(=O)Cn2cnc3ccccc32)c1	1.6	i	12
CN(CC(=O)Nc1ccc(F)cc1[N+](=O)[O-])C1CCS(=O)(=O)C1 (stereo not given)	-1.1	/	34*
C[C@@H](CO)NC(=O)c1ccc2c3n(nc2c1)-c1ccccc1CO3	8.5	i	26
CCC/C(C(=O)NCCO)=C1/c2ccccc2C(=O)N1c1ccccc1	0.8	/	12
CC1CN(CCCCOc2ccc(Cl)c3ccccc23)CC(C)O1 (stereo not given)	-2.0	i	12
O=C(COc1ccccc1C(=O)O)Nc1ccc(SC(F)F)cc1	-1.4	i	13

Gathered by group: the compounds so far containing two or more sulfur atoms (14)
SMILES	STK33 inh	KCNQ2 block	OX1R antag
CCN(C(=O)COC(=O)c1ccc(SC)cc1OC)C1CCS(=O)(=O)C1 (stereo not given)	-0.6	/	2
O=S(=O)(Nc1ncnc2c1oc1ccccc12)c1ccc(Cl)s1	-0.6	i	14
COC(=O)c1ccccc1CSc1nsc(C)c1C#N	-1.8	i	6
CCOC(=O)C(=O)NCC(c1cccs1)S(=O)(=O)c1ccc(Cl)cc1 (stereo not given)	-2.1	i	14
O=c1oc(-c2cccs2)nc2sc3c(c12)CCCCC3	0.2	i	0
Cc1ccc(-c2nc3cccnc3s2)cc1NS(C)(=O)=O	-1.2	i	15
COc1ccc(N(C(=O)c2snc(C(N)=O)c2N)C(C(=O)NC2CCCC2)c2cccs2)c(OC)c1 (stereo not given)	-0.1	-8*	29
CCC(Oc1ccccc1)C(=O)Nc1nnc(S(=O)(=O)N2CCCCC2)s1 (stereo not given)	-0.9	i	-1
O=S(=O)(NCCc1csc(-c2cccnc2)n1)c1cc(F)ccc1F	0.4	i	35
Cc1sc2ncnc(OCC(=O)N3CCN(S(=O)(=O)c4ccccc4)CC3)c2c1C	-0.4	i	16
CSc1ccccc1OCc1cc(C(=O)N(C)Cc2ccc3nsnc3c2)no1	1.1	i	33
Cc1ccc(S(=O)(=O)c2nc(S(C)(=O)=O)sc2N2CC(C)OC(C)C2)cc1 (stereo not given)	1.2	i	17
COc1cccc2cc(S(=O)(=O)c3ccc(C)cc3)/c(=N/NS(=O)(=O)c3ccc(C)cc3)oc12	0.2	i	7
O=S(=O)(c1ccc(Cl)c(S(=O)(=O)N2CCCC2)c1)N1CCCC1	-1.8	i	2
